High-throughput results as filed in PubChem.
Mito fusion yeast: blocks mitochondrial division or promotes mitochondrial fusion | Potency, µM (series often up to 46.1 µM), for inactives: at the highest dose growth rescue (activation), usual class: activators | 320,000 compounds, 0.23% hits | S. cerevisiae fusion-defective mutant growth rescue, CellTiterGlo 48 h;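 also: potency is read from the fitted curve at half-maximal effect; % of control where 0% means no effect; nearly all actives have a fitted effect of over 45% in size; temperature-sensitive fusion mutants such as fzo1-1 at 37 °C on non-fermentable ethanol glycerol medium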
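Temperature-sensitive fusion-defective S. cerevisiae (e.g. fzo1-1, mgm1-5) were grown with compound in YPEG medium (3% ethanol, 3% glycerol) for 48 hours at 37C. Growth rescue was measured as viability by CellTiterGlo luminescence after 10 minutes at ambient.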
KCNH2 3.1 block: KCNH2 3.1 (human) potassium channel inhibition; activity change, % (tested at about 1.8 µM); U2OS KCNH2 3.1, thallium flux FluxOr; hits give low values; 340,000 compounds, 0.95% hits; AID 720553;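 active = maximum activity change below -70%; inconclusive = maximum activity change from -70% to -50%; inactive = maximum activity change above -50%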;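 also: thallium influx rate constant from kinetic fluorescence after stimulation buffer; % is scaled to controls: 0 for no effect and ±100 for the full control effect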
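Thallium flux via FluxOr fluorescence (Red40 quencher, 45 min loading) in U2OS cells virally expressing the KCNH2 3.1 isoform (1.77 x 10^8 /mL virus, overnight at 37 C). Rate constants from 2-min kinetic reads post-stimulation, normalised to positive and negative controls.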
ELG1 repair inh: inhibitors of ELG1-dependent DNA repair in HEK293T cells; HEK293T ELG1-luciferase reporter, luminescence, 16 h; DNA damage induced by 5-fluorouridine; Potency, µM (highest dose often 46.1 µM), for inactives: top-dose activity change, negative = inhibition, hits mostly inhibitors; 330,000 compounds, 2.3% hits; AID 504467; also: potency is read from the fitted curve at half-maximal effect; % is scaled to controls: 0 for no effect and ±100 for the full control effect; nearly all actives have a fitted effect of over 55% in size
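In this reporter screen, reduction of luminescence relative to DMSO vehicle indicated activity. Compounds and 5-fluorouridine were added together to 2,000 cells per well, incubated for 16 hr at 37 °C, then developed with ONE-Glo.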
TRPV1 agonist: activates the human vanilloid receptor TRPV1 | Q8NER1 | AID 540275 | activation, % at 8.33 µM | 320,000 compounds, 0.19% hits | TRPV1-expressing cells, Fluo-8 calcium influx, agonist mode; in the data active = activation above about 80%; inconclusive = between about 30% and that limit; also: 0% is about no effect
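TRPV1-expressing cells were cultured overnight at 35.5C and loaded with Fluo-8 calcium dye for 40 to 90 min at room temperature. After a 10 s baseline, compound was added and calcium influx was read kinetically for 3 min (ex 480/em 520 nm).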
KCNH2 WT inh: blocks the wildtype human KCNH2 potassium channel; Q12809; AID 720551; activity change, % at 1.84 µM; U2OS, BacMam KCNH2, thallium flux FluxOr; hits give low values; 340,000 compounds, 0.37% hits;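 active = maximum activity change below -70%; inconclusive = maximum activity change between -70% and -50%; inactive = maximum activity change above -50%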; also: % is scaled to controls: 0 for no effect and ±100 for the full control effect
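U2OS cells transduced with wild-type KCNH2 virus are loaded with FluxOr dye for 45 min, and thallium flux is measured in kinetic reads before and after stimulation buffer. Rate constants are normalized to DMSO controls.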
USP2a inh: USP2a (human) protease inhibition | USP2 core, Ub-CHOP2 coupled fluorogenic reporter, 485/531 | Potency, µM (top dose mostly 38.3 µM), inactives show top-dose activity change, negative = inhibition, actives largely listed as inhibitors | 330,000 compounds, 0.01% hits | AID 463254;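 also: potency is read from the fitted curve at half-maximal effect; plate controls were DMSO wells for no effect and full inhibition by NEM control for full effect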
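USP2 core (10nM final) preincubated 30min RT with compound in 20mM Tris-HCl pH 8.0, 2mM CaCl2, 2mM beta-mercaptoethanol, 0.05% CHAPS; 25nM Ub-CHOP2 plus 25nM reporter substrate added, fluorescence (Ex485/Em531) read after 60min.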
A-T KAP1 phos: potential ataxia-telangiectasia treatment; […] A-T fibroblasts, KAP-1 phosphorylation AlphaLISA; neocarzinostatin DNA damage 30 min before lysis; Potency, µM (titrated, usually from 57.5 µM), without a hit: at the highest dose activation, actives largely listed as activators; 320,000 compounds, 0.19% hits; also: potency is read from the fitted curve at half-maximal effect; % of control where 0% means no effect; nearly all actives have a fitted effect of over 45% in size
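ATM-like activity read as KAP-1 phosphorylation via AlphaLISA donor/acceptor antibody pairs after lysis and 6 hr at 25C. Cells were ATM-null patient fibroblasts ([…], hTERT), dosed 60 min, then exposed to the DSB inducer NCS for 30 min.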
TSHR antag: human thyrotropin receptor antagonism | TSHR-expressing cells, TSH-stimulated cAMP HTRF, 2 h; hits give low values | activity change, negative = inhibition, % at 11.5 µM | 330,000 compounds, 0.2% hits | AID 504810;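 active = activity change below a set negative limit, meaning inhibition stronger than a set level, cut at about -70% in these data; inconclusive = activity change between two set negative limits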; also: % is scaled to controls: 0 for no effect and ±100 for the full control effect
Target sequence (P16473 whole entry, looked up): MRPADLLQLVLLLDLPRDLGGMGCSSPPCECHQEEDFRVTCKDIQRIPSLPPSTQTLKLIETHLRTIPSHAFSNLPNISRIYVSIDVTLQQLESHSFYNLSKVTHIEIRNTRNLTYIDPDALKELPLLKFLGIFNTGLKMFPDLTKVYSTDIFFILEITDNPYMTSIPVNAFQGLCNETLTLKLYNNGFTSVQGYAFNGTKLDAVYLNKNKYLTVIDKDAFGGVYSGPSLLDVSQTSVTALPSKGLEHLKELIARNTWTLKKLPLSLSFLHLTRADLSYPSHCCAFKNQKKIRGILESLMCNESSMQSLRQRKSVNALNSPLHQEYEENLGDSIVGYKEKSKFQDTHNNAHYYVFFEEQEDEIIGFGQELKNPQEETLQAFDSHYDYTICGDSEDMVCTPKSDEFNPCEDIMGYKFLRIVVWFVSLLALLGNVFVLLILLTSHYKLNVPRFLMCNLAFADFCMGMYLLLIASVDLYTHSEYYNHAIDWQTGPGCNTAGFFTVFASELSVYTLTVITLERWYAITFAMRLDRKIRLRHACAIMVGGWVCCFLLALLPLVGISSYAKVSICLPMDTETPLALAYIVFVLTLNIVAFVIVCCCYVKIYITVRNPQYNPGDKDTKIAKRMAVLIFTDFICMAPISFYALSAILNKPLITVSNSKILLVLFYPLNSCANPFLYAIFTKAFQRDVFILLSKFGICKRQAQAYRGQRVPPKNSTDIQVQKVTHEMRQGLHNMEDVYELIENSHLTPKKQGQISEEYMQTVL
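Inhibition of cAMP made by TSHR-expressing cells under TSH stimulation (4nM final, EC80; 2 h, 37 deg C) is quantified with a one-step lysis HTRF kit, anti-cAMP cryptate versus cAMP-d2.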
Eya2 phos inh: Eya2 (human) phosphatase inhibition; O00167; recombinant Eya2, OMFP fluorescence dephosphorylation (OMFP is methylfluorescein phosphate); Potency, µM (doses to about 76.9 µM), for the others: at the top dose activity, negative = inhibition, hits mostly inhibitors; 330,000 compounds, 0.006% hits; AID 488837; also: potency is read from the fitted curve at half-maximal effect; % is scaled to controls: 0 for no effect and ±100 for the full control effect
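Eya2 protein (added as 0.2 uM solution) was preincubated with compound for 10 min at ambient temperature in 50 mM HEPES pH 7.5, 50 mM NaCl, 5 uM MgCl2, 0.05% BSA, 1 mM DTT. OMFP (added at 50 uM) then reacted 10 min; fluorescence read at 485/525 nm.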
TCR activator: T cell receptor activation. primary human leukocytes, anti-CD3, IL-2 HTRF, 48 h. Potency, µM (series often up to 9.22 µM), inactives show top-dose activation of IL-2 secretion, actives largely listed as activators. 330,000 tested, under 10 active. AID 504894; also: % of control where 0% means no effect
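1) Mix primary human leukocytes, a-CD3 beads and compound. 2) Incubate 48 hr. 3) Add HTRF IL-2 reagents (a-IL-2-K, a-IL-2-d2).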
* = called active by the depositor; i = inactive; ? = inconclusive; . = not tested or not shown; [ ] = another dose, or the depositor's remark. Unless noted, calls follow the shape of the dose curve; as a rule, active = well fitted curve in the direction sought with a large enough effect; inconclusive = small, poorly fitted or top-dose-only effect, or another doubt; inactive = no such curve, though single readings can be large; an effect the other way counts as inactive or inconclusive. Only part of the results is shown, so the mix of outcomes need not match the whole.

(1) COc1ccc(C2CC(=O)c3ccccc3O2)cc1 (stereo not drawn)
(2) Cc1nc(-c2ccccc2)cn(O)c1=O
(3) CC(=O)Nc1cc(C(=O)N(C)Cc2ccco2)ccc1Sc1ccc(Cl)cc1
(4) COc1ccc(C2=NOC(C(=O)NCc3ccc(F)cc3)C2)cc1OC (stereo not drawn)
(5) CC(=O)Nc1cc(OC(=O)c2ccco2)cc(OC(=O)c2ccco2)c1
(6) CCCCN(C(=O)c1ccc(NC(=O)C(C)C)cc1)c1ccccc1
(7) CN(CCO)c1ccc([N+](=O)[O-])cc1C(=O)O
(8) CC1CC2=C(C(=O)O1)C(c1ccc(Cl)cc1)Nc1ccccc1N2 (stereo not drawn)

Screen / compound no.,1,2,3,4,5,6,7,8
USP2a inh,1%,-14%,1%,1%,-1%,2%,0%,-1%
TCR activator,5%,0%,4%[46.1 µM],.,-21%,0%,0%,1%[46.1 µM]
Eya2 phos inh,2%,0%,-3%,14%,16%,3%,-6%,-2%
TSHR antag,-11,15,11,11,3,16,12,9
Mito fusion yeast,8%,6%,-10%,-1%,-1%,20%,0%,-2%
KCNH2 WT inh,0,5,7,-2,12,i,-16,4
KCNH2 3.1 block,10,18,-1,-4,-3,-1,-8,4
ELG1 repair inh,?,-3%,2%,10%,4%,-5%,12%,6%
A-T KAP1 phos,-1%,2%,0%,-4%,2%,-8%,-12%,12%
TRPV1 agonist,15,0,0,13,1,1,10,14

(9) Cc1cccc(C)c1NC(=O)N1CC=CCC1
(10) CCOc1ccccc1NC(=O)COC(=O)C(CC)c1ccccc1 (stereo not drawn)
(11) Cc1cccc(C)c1OCc1nnc(SCC(=O)Nc2nccs2)o1
(12) Cc1ccc(S(=O)(=O)NC(=O)COc2ccccc2C)c(C)c1
(13) CCCCOc1ccc(-c2cc(C(=O)NNC(=S)NCC)c3ccccc3n2)cc1
(14) NC(=O)CCn1c(C(=O)c2cc(Cl)c(N)c(Cl)c2)c2ccccc2[n+]1[O-]
(15) Cn1cnnc1SCCNS(=O)(=O)c1cccc([N+](=O)[O-])c1
(16) Cc1sc2nc3n(c(=O)c2c1C)NC(=O)CC3

Screen / compound no.,9,10,11,12,13,14,15,16
USP2a inh,0%,2%,-2%,0%,-11%,0%,-5%,-2%
TCR activator,-2%,7%,1%,-1%,10%,6%,-3%,-2%[46.1 µM]
Eya2 phos inh,5%,-6%,?,9%,-4%,13%,-1%,-17%
TSHR antag,15,-3,-3,-2,-9,-12,3,5
Mito fusion yeast,12%,-9%,1%,2%,1%,4%,0%,?
KCNH2 WT inh,-5,9,-1,9,3,-7,-14,-3
KCNH2 3.1 block,6,2,-1,0,14,9,12,-2
ELG1 repair inh,8%,15%,-3%,10%,?,5%,12%,-7%
A-T KAP1 phos,9%,0%,-1%,3%,6%,6%,2%,1%
TRPV1 agonist,-4,27,1,0,22,2,-6,0

Another view of part of the listing above.
7) CN(CCO)c1ccc([N+](=O)[O-])cc1C(=O)O
  USP2a inh: 0%	TCR activator: 0%	Eya2 phos inh: -6%	TSHR antag: 12	Mito fusion yeast: 0%	KCNH2 WT inh: -16	KCNH2 3.1 block: -8	ELG1 repair inh: 12%	A-T KAP1 phos: -12%	TRPV1 agonist: 10
8) CC1CC2=C(C(=O)O1)C(c1ccc(Cl)cc1)Nc1ccccc1N2 (stereo not drawn)
  USP2a inh: -1%	TCR activator: 1%[46.1 µM]	Eya2 phos inh: -2%	TSHR antag: 9	Mito fusion yeast: -2%	KCNH2 WT inh: 4	KCNH2 3.1 block: 4	ELG1 repair inh: 6%	A-T KAP1 phos: 12%	TRPV1 agonist: 14
9) Cc1cccc(C)c1NC(=O)N1CC=CCC1
  USP2a inh: 0%	TCR activator: -2%	Eya2 phos inh: 5%	TSHR antag: 15	Mito fusion yeast: 12%	KCNH2 WT inh: -5	KCNH2 3.1 block: 6	ELG1 repair inh: 8%	A-T KAP1 phos: 9%	TRPV1 agonist: -4
10) CCOc1ccccc1NC(=O)COC(=O)C(CC)c1ccccc1 (stereo not drawn)
  USP2a inh: 2%	TCR activator: 7%	Eya2 phos inh: -6%	TSHR antag: -3	Mito fusion yeast: -9%	KCNH2 WT inh: 9	KCNH2 3.1 block: 2	ELG1 repair inh: 15%	A-T KAP1 phos: 0%	TRPV1 agonist: 27

(list continues)
(17) CC1CCN(C(C(=O)Nc2ccc3c(c2)OCO3)c2ccccc2)CC1 (stereo not drawn)
(18) CCN(CC)C(=O)CSc1nc(C)cc(C)n1
(19) COc1cccc(CN(C(=O)/C=C/c2ccc(Cl)cc2)C2CCS(=O)(=O)C2)c1 (stereo not drawn)
(20) CCOC(=O)c1c(N)sc(C(O)(C(F)(F)F)C(F)(F)F)c1-c1ccc(OC)cc1OC
(21) OCCNc1nc(OCC(F)(F)F)nc(N2CCN(C34CC5CC(CC(C5)C3)C4)CC2)n1
(22) O=S(=O)(c1ccccc1)n1cc(-c2ccccn2)c(N2CCOCC2)n1
(23) CC(=O)Nc1ccc(CNc2ncnc3ccc(-c4c(C)noc4C)cc23)cc1
(24) CCC1=NN(C(=O)c2ccc(Br)cc2)C(O)(c2ccc(C)cc2)C1 (stereo not drawn)

Screen / compound no.,17,18,19,20,21,22,23,24
USP2a inh,-2%,2%,-3%,1%,-1%,-2%,0%,-2%
TCR activator,1%,0%,-1%,15%,-5%,0%,11%,-1%[46.1 µM]
Eya2 phos inh,-12%,11%,-3%,-11%,1%,0%,1%,-4%
TSHR antag,-2,6,10,23,2,5,4,2
Mito fusion yeast,0%,-4%,-19%,13%,3%,5%,3%,5%
KCNH2 WT inh,4,1,6,5,13,9,.,-2
KCNH2 3.1 block,-7,-13,-34,-3,6,-6,.,12
ELG1 repair inh,5%,8%,?,?,6%,-2%,?,1%
A-T KAP1 phos,0%,5%,5%,6%,6%,3%,-5%,-5%
TRPV1 agonist,.,-1,1,-1,22,4,15,6

(25) CC[n+]1ccccc1/C=C/c1ccc(N(C)C)cc1
(26) CCN(CC(=O)NCc1cccs1)C(=O)c1ccc([N+](=O)[O-])o1
(27) FC(F)(F)c1cccc(NC(=S)NCCc2ccccn2)c1
(28) NC(=O)C1=C[C@@H](c2ccc(C(F)(F)F)cc2)C[C@@H](OCc2ccc(CO)cc2)O1
(29) COc1ccc(CC(=O)Nc2ccccc2N2CCCC2)cc1OC
(30) Cc1cc(N)n(Cc2cccs2)n1
(31) CCCc1cc(=O)oc2cc(OC3CCCCC3=O)ccc12 (stereo not drawn)
(32) Cc1ccc([C@H]2C(C(=O)O)=C[C@@H](CC3CCCC3)N2S(=O)(=O)c2ccc(C)cc2)cc1

Screen / compound no.,25,26,27,28,29,30,31,32
USP2a inh,2%,-1%,2%,3%,4%,-2%,2%,0%
TCR activator,15%,2%,-2%,2%,3%,-3%,-2%,9%
Eya2 phos inh,-4%,2%,5%,-10%,3%,-10%,3%,-4%
TSHR antag,-43,-2,-9,-7,-34,32,1,-8
Mito fusion yeast,6%,3%,-7%,3%,0%,5%,9%,.
KCNH2 WT inh,2,-2,-3,9,3,7,-1,6
KCNH2 3.1 block,-7,1,-6,7,11,19,-16,3
ELG1 repair inh,?,-12%,-6%,5%,3%,?,4%,-2%
A-T KAP1 phos,-9%,8%,-2%,8%,-4%,14%[11.5 µM],5%,25%
TRPV1 agonist,-3,0,-12,8,-4,-2,12,.

(33) O=C(O)c1ccc(NC(=S)NC(=O)c2ccc3ccccc3c2)cc1
(34) OCC1(Cc2ccccc2F)CCCN(CC2CCCCC2)C1 (stereo not drawn)
(35) COCCOC(=O)c1[nH]c2c(c1C)C(=O)CC(c1ccccc1)C2 (stereo not drawn)
(36) Cc1ccc(-c2nnc(SCC(=O)N/N=C/c3ccccc3C(=O)O)n2-c2ccccc2)cc1
(37) Cc1ccc(NC(=O)COC(=O)CN2C(=O)NC3(CCCC3)C2=O)cc1Cl

Screen / compound no.,33,34,35,36,37
USP2a inh,0%,1%,3%,0%,0%
TCR activator,1%,7%,4%[46.1 µM],.,7%
Eya2 phos inh,23%,-2%,-5%,3%,-11%
TSHR antag,-9,9,9,-1,2
Mito fusion yeast,-1%,-5%,0%,-3%,-8%
KCNH2 WT inh,3,5,-11,.,-21
KCNH2 3.1 block,-11,-41,4,.,-3
ELG1 repair inh,?,-8%,?,11%,22%
A-T KAP1 phos,-2%,11%,-7%,4%,6%
TRPV1 agonist,-1,16,15,-7,12
